CHO-K1 Ca PAM = nonselective activator or artifact in parental CHO-K1 calcium assay; ATP EC20, Fluo-8 calcium fluorescence; 0% at ATP EC20, 100% at ATP max; activation, % at 3 µM; 0.02% of 360,000 active; AID 602247;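 active means activation above the run cutoff, the mean activation of all test compounds plus 3 SD, cut at about 40% in these data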;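 further: peak over basal fluorescence ratio in a 140 s read after ATP addition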
TAAR1 antag = human TAAR1 antagonism; Q96RJ0; CHO RD-HGA16 TAAR1, Fluo-8 calcium fluorescence, antagonist; inhibition, % at 3 µM; 1.5% of 360,000 active; AID 624466;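 active means inhibition above a per-plate cutoff, the mean inhibition of test compounds on that plate plus 3 SD, cut at about 49% in these data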;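 further: 0% = DMSO plus EC80 beta-PEA response and 100% = DMSO alone without agonist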
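Test system – hTAAR1-expressing CHO RD-HGA16 cells, Gα16-coupled · Also added – β-PEA at EC80 concentration, post-compound challenge · Compound – 3 µM, single point · Incubation – dye loading 75 min at 37 °C, then 30 min room temperature · Measured by – Fluo-8 intracellular calcium dye fluorescence, real-time kinetic reads · Benchmarks – vehicle and agonist controls · Replicates – singlicate, one well per test compound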
M5 PAM = positive allosteric modulators of human muscarinic M5 receptor; P08912; CHO-K1 hM5, Fluo-8 calcium, ACh EC20 PAM; 0% = ACh EC20, 100% = ACh EC100; activation, % at 3 µM; 0.3% of 360,000 active; AID 624038;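 active means activation above the run cutoff, the mean activation of all test compounds plus 3 SD, cut at about 18% in these data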
Target sequence (P08912 whole entry, looked up): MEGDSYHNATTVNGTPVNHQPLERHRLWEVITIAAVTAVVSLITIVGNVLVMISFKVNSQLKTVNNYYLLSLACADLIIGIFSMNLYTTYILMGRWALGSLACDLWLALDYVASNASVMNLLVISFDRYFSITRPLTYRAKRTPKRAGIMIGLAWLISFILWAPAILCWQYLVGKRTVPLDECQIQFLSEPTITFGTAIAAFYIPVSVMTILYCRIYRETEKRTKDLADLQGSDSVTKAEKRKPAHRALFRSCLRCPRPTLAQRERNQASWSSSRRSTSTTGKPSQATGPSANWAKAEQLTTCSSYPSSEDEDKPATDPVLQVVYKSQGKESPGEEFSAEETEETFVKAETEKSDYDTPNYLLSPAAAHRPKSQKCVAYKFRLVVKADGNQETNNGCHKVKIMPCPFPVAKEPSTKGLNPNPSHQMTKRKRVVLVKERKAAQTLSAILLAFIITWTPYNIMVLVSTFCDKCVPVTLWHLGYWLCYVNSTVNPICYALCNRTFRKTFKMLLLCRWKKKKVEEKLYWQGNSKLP
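System – CHO-K1 hM5 cells · Compound – 3 µM, single dose · Incubation – compound preincubation 140 s before EC20 acetylcholine addition · Technique – Fluo-8 calcium fluorescence · Measure – Max/basal fluorescence ratio as % of EC20–EC100 ACh window · Benchmarks – low control EC20 acetylcholine (0%), high control EC100 acetylcholine (100%) · Replication – singlicate, one well per test compound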
CRFBP-R2 block = CRF-BP/CRF-R2 complex antagonism | HEK293 CRF-R2/CRF-BP, CRF-induced calcium fluorescence | 0.59% of 350,000 active | inhibition, % at 11.8 µM;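 active means inhibition of the ligand-induced calcium signal above about 50% at the single tested concentration, limit read from the data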
CRFR2-BP ag = CRF-BP/CRF-R2 complex agonism; HEK293 CRF-R2/CRF-BP, calcium dye fluorescence (FLIPR); percent of saturating CRF peptide response; activation, % at 13.2 µM; 0.46% of 350,000 active;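 active means activation of at least 50%, plus an integration ratio under a set limit after plate pattern correction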;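 further: plate controls were neutral control wells without compound for no effect and CRF at EC100 for full effect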
CHRM5 agonist = agonists of human muscarinic M5 receptor (CHRM5); CHO-K1 hM5 cells, Fluo-8 calcium fluorescence; 0% DMSO wells, 100% maximal acetylcholine response; activation, % at 3 µM; 0.19% of 360,000 active; P08912; AID 624037;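 active means activation above the run's mean over test compounds plus 3 SD, cut at about 23% in these data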;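 further: signal is peak over basal fluorescence ratio across the kinetic read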
TAAR1 agonist = human TAAR1 agonism; Q96RJ0; CHO RD-HGA16 TAAR1, Fluo-8 calcium fluorescence; vehicle wells 0%, saturating PEA agonist 100%; activation, % at 3 µM; 0.99% of 360,000 active;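 active means activation above the mean activation of all test compounds in the run plus 3 SD, cut at about 38% in these data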
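Assay system: CHO-derived RD-HGA16 cells with stable Gα16 and human TAAR1; timing: 17-24 h seeding, 75 min 37 °C dye, 30 min RT; read-out: % activation from peak over basal fluorescence ratio, DMSO-to-PEA scaled; measured by: kinetic Fluo-8 calcium fluorescence; benchmarks: low control DMSO, high control PEA (EC100); doses: 3 µM single concentration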
M5 antag = CHRM5 antagonism in calcium assay; inhibition, % at 3 µM; 0.59% of 360,000 active; CHO-hM5 cells, Fluo-8 calcium fluorescence, ACh EC80;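 active means inhibition above a per-plate cutoff, the mean of that plate's test compounds plus 3 SD, cut at about 27% in these data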;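 further: 0% = acetylcholine EC80 with DMSO and 100% = DMSO without agonist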
CHRM4 PAM = CHRM4 positive allosteric modulation; P08173; CHO-K1 hM4/Gqi5, Fluo-8 calcium fluorescence, ACh EC20; 0% = ACh EC20, 100% = maximal ACh; activation, % at 3 µM; 0.4% of 360,000 active; AID 624126;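 active means activation above its plate's cutoff, the mean activation of sample wells plus 3 SD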; further: some results filed as inactive read as strong as hits
Target sequence (P08173 whole entry, looked up): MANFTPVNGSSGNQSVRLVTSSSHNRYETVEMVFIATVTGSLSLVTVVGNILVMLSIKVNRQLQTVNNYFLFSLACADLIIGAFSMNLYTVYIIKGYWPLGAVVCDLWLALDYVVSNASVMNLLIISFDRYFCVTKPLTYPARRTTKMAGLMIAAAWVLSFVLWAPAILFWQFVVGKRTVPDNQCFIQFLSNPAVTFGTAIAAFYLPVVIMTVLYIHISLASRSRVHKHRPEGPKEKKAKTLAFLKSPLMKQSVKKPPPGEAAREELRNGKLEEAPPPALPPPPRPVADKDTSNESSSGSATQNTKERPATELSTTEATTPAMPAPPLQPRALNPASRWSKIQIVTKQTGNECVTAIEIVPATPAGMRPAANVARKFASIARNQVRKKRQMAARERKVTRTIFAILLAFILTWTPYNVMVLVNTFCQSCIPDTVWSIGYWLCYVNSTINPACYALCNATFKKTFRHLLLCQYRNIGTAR
The depositor's hits bear a star; x = not tested or not shown.

molecule,CHO-K1 Ca PAM,TAAR1 antag,M5 PAM,CRFBP-R2 block,CRFR2-BP ag,CHRM5 agonist,TAAR1 agonist,M5 antag,CHRM4 PAM
COc1ccc(C(C)=O)cc1COC(=O)c1cc(C)oc1C,12,-4,0,25,-1.1,-6,4,6,10
CCOc1ccc(NC(=O)NC(=O)N(C)S(=O)(=O)c2ccc(C)cc2)cc1,16,14,4,-20,0.3,-3,5,-2,0
COCCNC(=O)c1ccc(N2CC3CC(C2)c2cccc(=O)n2C3)c(NC(=O)c2ccc(C(C)(C)C)cc2)c1 (centres undefined),12,-7,1,-15,1.6,4,0,-1,2
COc1cc(CN2CCCC(C(=O)c3ccc(SC)cc3)C2)cc(Cl)c1O (centres undefined),9,22,1,-13,1.0,-19,3,-8,-5
Cc1ccc(S(=O)(=O)N2CCCOC2CNC(=O)C(=O)NCc2ccccc2C)cc1 (centres undefined),10,-9,-4,9,-1.2,-1,4,9,2
O=[N+]([O-])c1cccnc1SCc1ccccc1,-3,-15,-1,1,0.1,-5,-3,7,0
O=C(COC(=O)CN1C(=O)c2ccccc2C1=O)Nc1ccc(S(=O)(=O)N2CCCC2)cc1,-5,-1,-3,-4,-0.8,1,7,5,-9
CCn1c(C)cc(/C=C2\NC(=O)N(Cc3ccccc3)C2=O)c1C,-17,-6,8,5,5.3,0,2,-20,13

Entries of single compounds, looked up by structure. Order of values: CHO-K1 Ca PAM | TAAR1 antag | M5 PAM | CRFBP-R2 block | CRFR2-BP ag | CHRM5 agonist | TAAR1 agonist | M5 antag | CHRM4 PAM
CCOc1ccc(NC(=O)NC(=O)N(C)S(=O)(=O)c2ccc(C)cc2)cc1 as listed: 16 | 14 | 4 | -20 | 0.3 | -3 | 5 | -2 | 0
COCCNC(=O)c1ccc(N2CC3CC(C2)c2cccc(=O)n2C3)c(NC(=O)c2ccc(C(C)(C)C)cc2)c1 (centres undefined) as listed: 12 | -7 | 1 | -15 | 1.6 | 4 | 0 | -1 | 2

Additional compounds:
molecule,CHO-K1 Ca PAM,TAAR1 antag,M5 PAM,CRFBP-R2 block,CRFR2-BP ag,CHRM5 agonist,TAAR1 agonist,M5 antag,CHRM4 PAM
O=C1CCC2CCCCC2(O)O1 (centres undefined),18,-4,-1,-1,0.4,-1,1,-2,6
COc1ccc(N2CCN(C(=O)Cn3c(=O)c4cccn4c4cccnc43)CC2)cc1,12,-11,0,-2,0.4,-1,4,-4,5
CCn1c(SCC(=O)Nc2sccc2C(N)=O)nnc1C1CC1,5,-6,3,-1,-0.1,2,0,11,6
Cc1cc(=O)oc(C)c1C(=O)OCC(=O)c1ccccc1,-3,-1,7,-4,1.8,0,4,3,15
O=C(NCCNc1cc(Cl)ccc1[N+](=O)[O-])c1ccco1,20,5,0,18,-3.6,-1,0,-2,-8
O=C(NC(=S)NCC1CCCO1)c1ccc(Cl)cc1 (centres undefined),24,-11,2,1,-0.2,-4,11,5,-3
Fc1cccc2sc(Nc3nc4c(F)cccc4s3)nc12,4,32,-2,-12,-1.6,-3,2,-5,15
O=C1C=CC(=O)c2c(O)c(N3CCN(CCO)CC3)c(Cl)c(O)c21,-5,7,-1,11,3.7,8,8,6,-2
O=C(CCNc1cccc(Cl)c1)c1cccs1,30,-18,4,-10,2.9,-1,2,-4,4
CCOC(=O)c1c(C)[nH]c(C(=O)OC(C)C(=O)NCc2ccccc2)c1C (centres undefined),4,-6,0,25,5.2,4,-1,-2,18
CN1CCC(N2CCN(c3cccc(C(F)(F)F)c3)CC2)CC1,14,-15,4,-1,-0.2,-1,7,0,-5
Cc1cc(C)cc(NC(=S)NCCCN2CCOCC2)c1,27,6,4,14,-0.6,-3,0,-4,4
CCOc1ccc(N2C(=O)C(c3ccccc3)=C(c3nc4ccccc4s3)C2NC(C)=O)cc1 (centres undefined),4,-11,-5,31,0.2,9,6,1,17
N#CC1(NC(=O)COC(=O)Cc2c[nH]c3ccccc23)CCCCC1,-9,6,-4,-5,0.7,3,7,8,-2
COc1cccc(NC(=O)Cn2nnc(C(=O)NCc3ccc4c(c3)OCO4)c2N)c1,2,1,22*,12,-3.4,0,0,-19,3
Cc1ccnc(N2CCN(C(=O)CSc3nc4ccccc4nc3N3CCC(C)CC3)CC2)c1,18,-26,4,-3,1.5,0,-1,1,-4
Cc1cccc(C(=O)c2cn[nH]c2-c2ccc(C)cc2O)c1,6,13,1,1,1.0,-1,3,8,-1
C#CCOCCOCCOCCNc1nc(N2CCN(C(=O)[C@H](CO)n3cc([C@@H](N)C(C)C)nn3)CC2)nc(N2CCN(C(=O)[C@H](CO)n3cc([C@@H](N)C(C)C)nn3)CC2)n1,16,8,4,-6,-1.5,4,1,6,0
CN(C(=O)c1ccc(Br)o1)C1CCS(=O)(=O)C1 (centres undefined),25,-13,-2,8,0.7,-4,2,7,0
CC[C@@]1(C(=O)OC)N[C@H](CN(C)S(=O)(=O)c2ccc(C(C)(C)C)cc2)[C@@H]2C(=O)N(C)C(=O)[C@@H]21,-8,8,-4,7,-1.5,0,1,-2,-1
COc1ccccc1NS(=O)(=O)c1ccc(C(=O)N2CCCCCCC2)cc1,8,16,-1,-5,4.7,8,21,7,-4
CCCCN(C)C(=O)c1nc2ccccn2c1CNCCCn1ncc2ccccc21,8,-9,-2,-5,-0.1,-4,4,9,-6
Cc1ccc(-n2nc3ccc(N)cc3n2)cc1,6,-2,-3,-6,2.0,-2,-2,7,3
COC1=CC(=O)OC(c2cccc([N+](=O)[O-])c2)C1 (centres undefined),x,-4,13,x,x,0,0,-8,-1
COc1cc(C(=O)NCCc2ccc3c(c2)OCCO3)ccc1OCC(=O)N1CCOCC1,10,3,-4,-11,1.0,-3,8,1,-8
O=C(Cc1ccc(F)cc1)Nc1nnc(SCC(=O)N2CCCCC2)s1,-3,-3,2,-2,-0.9,-1,4,10,5
O=C(COc1cccc2cccnc12)NCC(F)(F)F,6,-20,-3,-3,3.9,-4,0,-5,8
CC1CCCC(C)N1/N=C/c1ccc(Cl)cc1 (centres undefined),6,-8,-3,-3,-0.3,-2,9,5,-3
CN(C)c1nc(NCc2ccccc2)nc(SCC(N)=O)n1,14,2,4,-9,-3.3,1,2,-7,9
O=C(O)/C=C/c1cccc2c1OCCO2,10,1,7,2,0.7,-1,1,-8,4
O=C(NN(C(=O)c1ccccc1)c1cccs1)c1ccccc1,18,-12,8,-2,-0.8,-4,0,20,2
COc1cc(/C=C/C(=O)OCC(=O)NCCCc2ccccc2)cc(OC)c1OC,-2,-10,0,-9,1.2,-2,3,12,-2
CN(CC(=O)Nc1cccc(F)c1)C(=O)c1ccc(N2C(=O)c3ccccc3C2=O)cc1,16,11,6,5,-1.1,6,7,-7,11
COc1cc(OC)cc(C2C(C#N)=C(N)Oc3n[nH]c(-c4cccnc4)c32)c1 (centres undefined),17,-2,0,8,-0.5,3,12,1,7
Oc1ccccc1C=Nc1ccccc1-c1nc2ccccc2[nH]1,-2,-6,-2,17,-2.8,0,-1,1,11
CC(CCc1ccco1)NC(=O)CCc1nnc2ccc(NCc3ccccc3)nn12 (centres undefined),16,2,-4,53*,0.6,-5,4,18,-3
O=C(N/N=C/c1cccnc1)c1ccco1,10,20,12,-3,-0.2,5,0,-8,-3
Cc1ccccc1CN(C)C(=O)c1ccc2ccccc2n1,1,-7,-5,7,0.2,-1,6,10,-2
CC1(C(=O)NC2CCCC2)CCC(=O)N1Cc1cccs1 (centres undefined),14,-9,0,-1,-1.3,-1,4,2,13
CCN(CC(=O)Nc1c(F)cccc1F)C(=O)C1CC(=O)N(CCc2ccccc2)C1 (centres undefined),16,-10,3,-7,1.1,3,2,-7,6

By substructure: the compounds so far containing a tert-butyl group (2)
molecule,CHO-K1 Ca PAM,TAAR1 antag,M5 PAM,CRFBP-R2 block,CRFR2-BP ag,CHRM5 agonist,TAAR1 agonist,M5 antag,CHRM4 PAM
COCCNC(=O)c1ccc(N2CC3CC(C2)c2cccc(=O)n2C3)c(NC(=O)c2ccc(C(C)(C)C)cc2)c1 (centres undefined),12,-7,1,-15,1.6,4,0,-1,2
CC[C@@]1(C(=O)OC)N[C@H](CN(C)S(=O)(=O)c2ccc(C(C)(C)C)cc2)[C@@H]2C(=O)N(C)C(=O)[C@@H]21,-8,8,-4,7,-1.5,0,1,-2,-1

Later entries:
molecule,CHO-K1 Ca PAM,TAAR1 antag,M5 PAM,CRFBP-R2 block,CRFR2-BP ag,CHRM5 agonist,TAAR1 agonist,M5 antag,CHRM4 PAM
Cc1ccc(S(=O)(=O)N(C)/N=C2/C(=O)N(CC(=O)O)c3ccccc32)cc1,-14,-13,-3,4,-0.2,-3,1,6,-2
O=C(NCC1CCCO1)c1cn(Cc2ccccc2)nc1-c1ccccc1 (centres undefined),-6,0,-17,0,0.1,3,4,11,-5
COc1ccc(S(=O)(=O)N2CCCCC2)cc1NC(=O)COc1ccccc1,-4,-20,-3,18,1.1,0,0,4,2
COc1ccc(NC(=O)CN(C)C(=O)c2ccc(C)c(S(=O)(=O)N3CCCCC3)c2)cc1,19,3,-2,2,0.5,-1,3,1,1
C=CCn1c(O)c(N=NC(=S)Nc2ccc(OC)cc2)c2ccccc21,5,10,-1,37,0.9,0,-3,-4,11
Cc1cc2oc(=O)cc(-c3ccccc3)c2c(C)c1-c1ccc(F)c(Cl)c1,15,3,-2,-3,7.5,-1,-1,0,3
O=C(CSc1oc(-c2ccccc2)nc1S(=O)(=O)c1ccccc1)NCC1CCCO1 (centres undefined),-1,-15,1,-7,1.0,2,1,-4,-3
O=C(c1csc2c1CCCCC2)N1CCN(c2ncccn2)CC1,16,-8,0,-8,-0.8,3,14,5,4
C=CCNC(=O)CC(=O)N/N=C/c1cccc(C)c1,-1,8,-2,17,-2.7,0,1,10,0
Cc1ccc(S(=O)(=O)N2CCN(C(=O)c3cc(S(=O)(=O)N4CCOCC4)ccc3Cl)CC2)c(C)c1,7,10,-13,3,-0.3,1,5,7,-3
COCCSc1ccccc1C(=O)Nc1ccc(Cl)cc1,23,13,-5,3,-0.2,-6,11,3,5
CC(=O)Nc1ccc(NC(=O)c2c(-c3ccccc3Cl)noc2C)c(C)c1,-23,-12,-5,-5,-3.1,0,2,-2,4
OC(c1ccccc1)c1nc(-c2cccc(C(F)(F)F)c2)cs1 (centres undefined),5,12,-2,x,x,-3,3,-4,11
CC(C)(O)C#Cc1ccc(CN2CCN(CCc3ccccc3)C(CCO)C2)s1 (centres undefined),5,13,-7,10,2.4,-6,5,1,-13
CCN(CC)S(=O)(=O)c1ccc(NC(=O)COC(=O)c2cc(S(=O)(=O)Nc3ccc(OC)cc3)ccc2O)cc1,2,1,8,-5,-0.1,-7,3,1,-2
O=C(Nc1ccccc1C(=O)OC1CCOC1=O)c1ccco1 (centres undefined),11,-23,0,27,-2.5,3,2,-1,-2
COC(=O)Cn1c(=O)c(C)nc2ccccc21,-3,-21,6,9,-0.3,1,-1,4,-3
CCOc1ccc(S(=O)(=O)N(CC)CC(=O)NCc2ccncc2)cc1,-3,-3,2,32,-0.5,-2,0,1,2
COc1ccnc(Oc2ccccc2)n1,6,1,8,3,-3.5,-2,0,-2,20
